# From PubChem BioAssay
# KB-V1 MDR tox: kills drug-selected multidrug resistant KB-V1 cells; KB-V1 MDR cells viability, CellTiter-Glo, 72 h; Potency, µM (series often up to 46.1 µM), inactives show at the top dose activity change, negative = cytotoxicity, actives largely listed as cytotoxic; 3.4% of 400,000 active; AID 1347076; further: potency means the concentration at half of the fitted maximal effect; on the % scale 0 is the no-effect control and ±100 the full control effect; nearly all actives have a fitted effect of over 60% in size
#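 Luminescent ATP read-out (CellTiter-Glo, 10 min) measures survival of drug-selected KB-V1 MDR cells after 72 h, 37 degrees C compound exposure. Medium: phenol-red-free DMEM, 10% FBS. Values from fitted concentration-response curves.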
# DRD3 agonist: agonists of human D3 dopamine receptor; max activation, %; 0.58% of 410,000 active; P35462; D3R DiscoveRx beta-arrestin cells, luminescence, 90 min; in the data active means max activation above about 30%; further: 0% is about no effect; mostly tested at two doses, the higher about 12 µM
# Target sequence (P35462 whole entry, looked up): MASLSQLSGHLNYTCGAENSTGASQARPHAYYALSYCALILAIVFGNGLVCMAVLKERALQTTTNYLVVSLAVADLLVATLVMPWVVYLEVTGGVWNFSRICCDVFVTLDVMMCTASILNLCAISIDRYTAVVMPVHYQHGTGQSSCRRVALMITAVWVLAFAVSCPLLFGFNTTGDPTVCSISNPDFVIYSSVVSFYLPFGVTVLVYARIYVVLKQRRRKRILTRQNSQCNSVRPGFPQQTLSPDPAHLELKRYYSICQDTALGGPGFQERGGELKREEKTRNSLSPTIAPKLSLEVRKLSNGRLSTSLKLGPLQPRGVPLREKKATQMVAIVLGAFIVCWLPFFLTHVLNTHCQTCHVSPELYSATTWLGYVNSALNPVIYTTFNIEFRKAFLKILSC
#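 Cells at 1500/well, incubated overnight, then treated with pinned compounds (dopamine as control) for 90 min at 37 degrees C. DiscoveRx reagent added for 30 - 60 minutes at room temperature; luminescence read.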
# KB-3-1 cytotox: kills parental KB-3-1 adenocarcinoma cells. KB-3-1 viability, CellTiter-Glo ATP luminescence, 72 h. Potency, µM (series often up to 46.1 µM), inactives show top-dose activity change, negative = cytotoxic, usual class: cytotoxic. 1.4% of 400,000 active; further: potency means the concentration at half of the fitted maximal effect; on the % scale 0 is the no-effect control and ±100 the full control effect; nearly all actives have a fitted effect of over 60% in size
#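 Viability of parental KB-3-1 cells, measured by CellTiter-Glo luminescence, followed a 72 h incubation at 37 °C with pinned compounds in phenol-red-free DMEM containing 10% FBS.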
# Numbers without * were called inactive; ? = inconclusive. Unless noted, the call rests on the fitted dose curve; in most records, active means well fitted cell-killing curve with a large enough effect; inconclusive means small, poorly fitted or top-dose-only effect, or effect the other way; inactive means flat fitted curve, though single readings scatter. Not all compounds are listed, so the mix of outcomes need not match the whole.
# Each structure is followed by: KB-V1 MDR tox	DRD3 agonist	KB-3-1 cytotox
> Cc1ccc(C)c(N2CCN(C(=O)CCCCCn3c(=O)[nH]c4ccccc4c3=O)CC2)c1
  15%	-6	-4%
> CCc1ccc(NC(=O)Cn2c(=O)c(-c3ccccc3NC(C)=O)nc3ccccc32)cc1
  ?	4	-1%
> CCOC(=O)c1scc(-c2ccccc2)c1S(=O)(=O)N1CCN(c2ccc(Cl)cc2)CC1
  -14%	-6	-4%
> Cc1ccc(C)c(Cn2c3ccccc3c3cnn(CC(=O)N4CCCCC4)c(=O)c32)c1
  19%	-6	6%
> Cc1cc(C)c(S(=O)(=O)Nc2ccc3oc4c(c3c2)C(=O)CC(C)(C)C4)cc1C
  -11%	-5	-8%
> Cc1cc(C)c2c(=O)cc(C(=O)Nc3sc4c(c3C(=O)NCc3ccco3)CCCC4)oc2c1
  ?	-8	-11%
> CCCCOC(=O)CSc1nnc(-c2ccccc2)o1
  0%	5	2%
> Cc1nn2c(C)c(C(=O)NCc3ccc(OC(C)C)cc3)cnc2c1-c1ccc(F)cc1
  0%	9	9%
> O=C(NC1CCCCCC1)C1c2ccccc2C(=O)N1Cc1ccc(F)cc1 (stereo not given)
  -1%	0	0%
> Cc1ccc2c(=O)cc(C(=O)Nc3ccc(S(=O)(=O)N4CCCCCC4)cc3)oc2c1
  0%	-15	-1%
> Cc1ccc(CCNC(=O)c2ccc3[nH]c(C)c(C)c3c2)cc1
  2%	2	0%
> Cc1ccc(S(=O)(=O)c2nc(-c3ccccc3)oc2SCC(=O)NC2CCCCC2)cc1
  4%	64*	1%
> CCOC(=O)CSC1=Nc2ccccc2C2=NC(CCC(=O)NCc3ccc(F)cc3)C(=O)N12 (stereo not given)
  9%	-3	28%
> COc1ccccc1CNC(=O)C1CCCN(c2nn3cc(-c4ccc(F)cc4)nc3s2)C1 (stereo not given)
  13%	-3	7%
> Cc1nc2c(C(=O)NCCc3ccccc3)cnn2c(C)c1Cc1c(F)cccc1Cl
  -7%	-21	-1%
> O=c1c2oc3ccccc3c2n(Cc2ccccc2F)c(=O)n1Cc1ccccc1
  -4%	-1	3%
> CC(=O)Nc1cccc(-c2cn3cccnc3n2)c1
  0%	-3	2%
> O=C(CSC1=Nc2ccccc2C2=NC(CC(=O)NC3CCCCC3)C(=O)N12)Nc1ccc(F)cc1 (stereo not given)
  ?	0	-4%
> COc1ccc(C)cc1NC(=O)C1CCN(S(=O)(=O)Cc2ccccc2)CC1
  4%	2	11%
> COc1ccc(CN(C)c2ccc(-c3nc(-c4ccc(OC)c(OC)c4)no3)cc2[N+](=O)[O-])cc1
  0%	6	1%
> Cn1nnnc1SCCCNCc1ccccc1OCc1ccc(F)cc1
  ?	-27	-2%
> Cc1ccc(-n2c(=O)c3c(c4cc(C)ccc4n3C)n(CC(=O)NCc3ccccc3Cl)c2=O)cc1
  17%	7	8%
> CCOC(=O)c1[nH]c(C)c(CCC(=O)N2CCN(c3cc(Cl)ccc3C)CC2)c1C
  -6%	1	-18%
> COc1cccc(CSc2nc3cc(OC)c(OC)cc3c3nc(CCn4nc(C)cc4C)nn23)c1
  -3%	-27	2%
> COc1ccc(CCNC(=O)c2cc(C)nc3c2c(C)nn3-c2ccc(C)cc2)cc1OC
  0%	8	?
> Cc1ccccc1OC(=O)CSc1nnc(-c2cccs2)o1
  ?	9	2%
> O=C(COc1ccc([N+](=O)[O-])cc1)N1CCC(c2nc3ccccc3s2)CC1
  ?	3	?
> COc1ccc(CNc2ccc3cc(S(=O)(=O)N4CCCCC4)ccc3n2)cc1
  -24%	5	?
> CCOc1ccc(NS(=O)(=O)c2ccc3c4c(cccc24)C(=O)N3)cc1
  -19%	-9	-23%
> CSc1ccc(CNC(=O)C2CCCN(S(=O)(=O)N(C)c3ccc(F)cc3)C2)cc1 (stereo not given)
  -27%	6	16µM*
> Cc1ccc(-c2nc3c4ccccc4n(CC(=O)NCc4ccc(F)cc4)c(=O)n3n2)cc1
  ?	-13	3%
> COc1cccc(NC(=O)C2CCN(c3nc4ccccc4nc3C(F)(F)F)CC2)c1
  -20%	32*	-21%
> COc1ccc(NC(=O)c2c(C(=O)Nc3ccccc3)sc3nc(C)cc(=O)n23)cc1
  -10%	5	2%
> CC(=O)c1ccc(Nc2ccc3cc(S(=O)(=O)N4CCCC4)ccc3n2)cc1
  1%	0	-3%
> COc1ccc(-c2noc(-c3cccnc3NCc3ccco3)n2)cc1
  4%	3	-8%
> Cc1ccc(S(=O)(=O)c2nc(S(C)(=O)=O)sc2N(C)Cc2ccccc2)cc1
  -14%	-9	-8%
> CCCc1nc2sc3c(N4CCC(C)CC4)ncnc3c2c2c1CCCC2
  17%	4	2%
> Fc1ccc(CNc2cc(-c3ccccc3)nc3nncn23)cc1
  -17%	5	-12%
> Cc1ccc(S(=O)(=O)NCC(c2ccc(N(C)C)cc2)N2CCc3ccccc32)cc1C (stereo not given)
  3%	-7	-15%
> CCOC(=O)c1scc(-c2ccc(C)cc2)c1S(=O)(=O)Nc1cc(C)ccc1C
  2%	-8	-8%
> CC(C)(C)OC(=O)N1CCC(c2c(C(=O)N3CCN(c4ncccn4)CC3)cnn2-c2cccc(F)c2)CC1
  ?	7	-6%
> CCCCOc1ccc(C(=O)NCCc2sc(-c3cccc(F)c3)nc2C)cc1
  ?	11	-10%
> CCOc1ccccc1NC(=O)c1nn(-c2ccc(C)cc2)c(=O)n(C)c1=O
  2%	-3	-7%
> Cc1cccc(-n2ncc(C(=O)N3CCN(C(=O)c4ccco4)CC3)c2C2CCN(C(=O)OC(C)(C)C)CC2)c1
  13%	-9	-6%
> CCOc1ccc(-c2cc(-c3nc(-c4cc(OC)c(OC)c(OC)c4)no3)[nH]n2)cc1
  6%	-6	4%
> Cc1ccccc1CNC(=O)c1ccc2c(c1)c(C)c(C)n2C
  1%	1	-2%
> Cc1ccc(NC(=O)Cn2nnc(C(=O)NCCc3ccccc3)c2N)cc1
  ?	-6	22%
> Cc1ccccc1C(=O)Nc1ccccc1C(=O)OCc1cc(=O)n2ccsc2n1
  15%	-14	-7%
> Cc1cc(C)c(Cn2c3ccccc3c3cnn(CC(=O)NC4CCC(C)CC4)c(=O)c32)c(C)c1 (stereo not given)
  -4%	-7	-7%
> O=C(NCCc1ccc(Cl)cc1)c1cc(-c2ccccc2)n[nH]1
  5%	-1	-8%
> Cc1nnc(N2CCC(C(=O)NC3CCCCC3)CC2)c2nn(-c3ccc(Cl)cc3)c(C)c12
  11%	6	-1%
> COc1ccc(C2=C(C)C(N3CCC(C(=O)Nc4ccccc4F)CC3)=NS2(=O)=O)cc1
  -1%	7	-1%
> CS(=O)(=O)c1ncc(Cl)c(C(=O)Nc2c(C(=O)Nc3ccccc3)oc3ccccc23)n1
  -6%	1	14%
> CNC(=O)c1cnc2sc(N3CCC(C)CC3)nn2c1=O
  4%	-6	-1%
> CCOc1cccc(C(=O)Nc2ccc(-c3nc4ncccc4o3)cc2C)c1
  -9%	18	-1%
> COC(=O)c1c(NC(=O)COc2c(C)ccc(C)c2C)sc2c1CCC(C)C2 (stereo not given)
  21%	2	-2%
> CCc1ccc2occ(CC(=O)Nc3c(C(=O)c4ccc(C)cc4)oc4ccccc34)c2c1
  -6%	6	9%
> CCc1cccc(NC(=O)Nc2csc3c2CCCC3)c1
  2%	-22	-9%
> O=C(Cn1ncc2c(Cl)cccc21)NCc1cccc(Br)c1
  2%	-16	6%
> COc1ccc(N(C(=O)c2ccc(OC)c(OC)c2)S(=O)(=O)c2ccc(Cl)cc2)cc1
  -13%	-11	-3%

# Additional compounds follow.
# Each structure is followed by: KB-V1 MDR tox	DRD3 agonist	KB-3-1 cytotox
> CCCNc1nc(NCc2ccccc2OC)c2cnn(C)c2n1
  -5%	-11	?
> COC(=O)c1ccccc1NC(=O)NCCc1c(C)nn(C)c1C
  1%	3	-11%
> CCOCCCNC(=O)c1c(NC(=O)c2cc(=O)c3cc(C)c(C)cc3o2)sc2c1CCC2
  12%	-6	4%
> Cc1ccc(/C=C/C(=O)Nc2ccccc2C(N)=O)o1
  -13%	-3	3%
> CCOC(=O)C1CCCN(c2ncnc3c2nnn3C)C1 (stereo not given)
  -21%	-15	4%
> CC(=O)Nc1nonc1-c1nnc(SCC(=O)Nc2ccc(C)cc2C)n1C
  5%	7	0%
> CCOc1ccccc1NC(=O)Cn1c(=O)n(-c2cccc(C)c2)c(=O)c2c1c1cc(OC)ccc1n2C
  -11%	0	15%
> COc1ccccc1N1CCN(C(=O)c2c3c(nc4ccccc24)C(=O)N(C2CCCCC2)C3)CC1
  7%	4	-1%
> CCOC(=O)c1sc2ccccc2c1S(=O)(=O)Nc1ccc(N(C)C)cc1
  -15%	2	?
> Cc1ccc(Cl)cc1Nc1nn2c(=O)c3ccc(C(=O)NC4CCC(C)CC4)cc3nc2s1 (stereo not given)
  9%	-5	-5%
> CCOc1ccc(S(=O)(=O)c2cn(CC)c3ccc(F)cc3c2=O)cc1
  -1%	5	0%
> Cc1cc(C)n(-c2nc3ccccc3nc2N2CCN(c3cccc(C)c3C)CC2)n1
  -13%	-10	4%
> Cc1ccc(Cn2c(C)c(CNC(C)c3ccccc3)c(C(=O)O)c2C)cc1 (stereo not given)
  0%	5	1%
> CC(C)Sc1ncc(Cl)c(C(=O)N(Cc2ccc(N(C)C)cc2)C2CCS(=O)(=O)C2)n1 (stereo not given)
  12%	6	5%
> CCOC(=O)c1c(C)oc2nc(C)nc(NCC3CCN(Cc4cccc(Cl)c4)CC3)c12
  3%	-15	1%
> CCOCCn1ccc2c(OCC(=O)Nc3cc(C)cc(C)c3)cccc2c1=O
  -2%	-1	-4%
> CCOC(=O)c1[nH]c(C)c(CCC(=O)NCc2ccc(OC(C)C)cc2)c1C
  -5%	-25	11%
> CCc1nn(CC(=O)NC(C)CCc2ccccc2)c(=O)c2cc3c(OC)cccc3n12 (stereo not given)
  -12%	-5	-8%
> COc1ccc(C2Nc3ccccc3-n3c(-c4ccccc4)c4c(=O)n(C)c(=O)n(C)c4c32)cc1 (stereo not given)
  ?	-13	?
> Cc1nnc(N2CCC(C(=O)NC(C)C)CC2)c2nn(-c3ccccc3)c(C)c12
  -13%	-1	6%
> Cc1ccc(-n2c(=O)c3c(cnn3C)n(Cc3ccccc3F)c2=O)cc1
  15%	0	-1%
> CCCc1ccc(OCc2ccc(C(=O)Nc3ccccc3C(=O)OC)o2)cc1
  -6%	5	-6%
> Cc1ccccc1CNC(=O)c1ccc(CSc2nc3cccnc3n2Cc2ccccc2)cc1
  ?	-23	?
> CC(=O)Nc1ccc(NC(=O)c2ccc3c(c2)CCN3S(=O)(=O)c2ccc(Cl)cc2)cc1
  ?	-4	3%
> Cc1ccc2oc(=O)c3cnn(CC(=O)Nc4cccc(C(F)(F)F)c4)c3c2c1
  5%	2	3%
> CCc1cccc(C)c1NC(=O)COCc1cc(-c2ccc3c(c2)OCO3)on1
  3%	4	?
> CCOC(=O)c1c(NC(=O)COc2ccccc2F)sc2c1CCCC2
  -11%	10	0%
> COc1ccccc1C(=O)Nc1ccc2nc(SCC(=O)N(C)c3ccccc3)sc2c1
  0%	39*	?
> CCc1ccc(NC(=O)c2cc3c(COC(C)=O)cnc(C)c3oc2=O)cc1
  13%	12	16%
> CC(=O)c1cccc(N2C(=O)CN(S(C)(=O)=O)CC2(C)C(=O)NC2CCCC2)c1 (stereo not given)
  ?	-4	14%

# 2 of the compounds above, as labelled records.
Cc1ccc(-n2c(=O)c3c(cnn3C)n(Cc3ccccc3F)c2=O)cc1
  KB-V1 MDR tox: 15%
  DRD3 agonist: 0
  KB-3-1 cytotox: -1%
CCCc1ccc(OCc2ccc(C(=O)Nc3ccccc3C(=O)OC)o2)cc1
  KB-V1 MDR tox: -6%
  DRD3 agonist: 5
  KB-3-1 cytotox: -6%

# New compounds follow.
# Each structure is followed by: KB-V1 MDR tox	DRD3 agonist	KB-3-1 cytotox
> Cc1ccc(S(=O)(=O)c2cc3cc(C(=O)O)ccc3oc2=O)cc1
  -3%	-8	0%
> CCc1cccc(C)c1NC(=O)c1cnn(-c2ccc(OC)cc2)c1C1CCN(C(=O)OC(C)(C)C)CC1
  -6%	7	?
> COc1ccc(N2CCN(CCCNC(=O)c3nnc(Cc4ccc(F)cc4)o3)CC2)cc1
  -22%	-4	-22%
> Cn1nnc2c(N3CCN(c4cccc(Cl)c4)CC3)ncnc21
  -17%	-6	-5%
> Cc1c(NC(=O)CC(C)C)cccc1-c1nc2cccnc2s1
  -32%	-26	-17%
> CCOc1ccc(NC(=O)Cn2nc(SC)c(S(=O)(=O)c3ccccc3)c2N)cc1
  6%	-6	1%
> COc1ccc(-c2c(C)nn3c(-c4ccccc4)cc(-c4ccccc4)nc23)cc1OC
  5%	-3	0%
